pPAFAH FP inh = pPAFAH enzyme inhibitors, primary screen, biochemical, fluorescence polarization, human. recombinant pPAFAH, FP-rhodamine probe fluorescence polarization. hit rate 1.5% among 330,000. inhibition, % at 3.39 µM. AID 463082, 2010;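 active = inhibition above the mean inhibition across the screen plus 3 SD, cut at about 25% in these data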;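 also: inhibitors block binding of the rhodamine activity-based probe so polarization drops; 0% = enzyme with DMSO and 100% = wells lacking pPAFAH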
Fam108B counter = mouse Fam108B serine hydrolase inhibitors, primary screen, counter-screen for RBBP9 inhibitor project, biochemical, fluorescence polarization; hit rate 0.33% among 300,000; recombinant Fam108B, FP-Rh probe fluorescence polarization; inhibition, % at 9.51 µM;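 active = inhibition above the screen mean inhibition plus 3 SD, computed separately per campaign, cut at about 18% in these data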;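 also: inhibitors lower polarization as less probe binds the enzyme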
LYPLA1 counter = LYPLA1 inhibitors, primary screen, counter-screen for PME1 inhibitor project, biochemical, fluorescence polarization, FP-Rh probe ABPP; Acyl-protein thioesterase 1 (Homo sapiens), O75608; inhibition, % at 5.9 µM; hit rate 0.16% among 320,000; AID 2174, 2009; recombinant LYPLA1;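 active = inhibition above the mean of all tested compounds plus 3 SD, set per campaign, cut at about 14% in these data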;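 also: inhibitors block serine hydrolase probe labeling of LYPLA1 so polarization falls; 0% = enzyme with DMSO and 100% = wells lacking LYPLA1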
PME-1 primary = PME-1 inhibitors via competitive probe labeling, primary screen, biochemical, fluorescence polarization, FP-Rh probe, HTS; recombinant PME-1; hit rate 0.53% among 320,000; inhibition, % at 5.9 µM; AID 2130, 2009; Protein phosphatase methylesterase 1 (Homo sapiens), Q9Y570;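 active = inhibition above the campaign mean of all compounds plus 3 SD, cut at about 26% in these data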;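 also: competitive labeling of PME-1 active site by serine hydrolase directed probe; 0% = PME-1 with DMSO and 100% = wells lacking PME-1 enzyme; inhibitors block probe labeling so polarization falls and inhibition rises; many of its hits are not listed in these tables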
Target sequence (Q9Y570 whole entry, looked up): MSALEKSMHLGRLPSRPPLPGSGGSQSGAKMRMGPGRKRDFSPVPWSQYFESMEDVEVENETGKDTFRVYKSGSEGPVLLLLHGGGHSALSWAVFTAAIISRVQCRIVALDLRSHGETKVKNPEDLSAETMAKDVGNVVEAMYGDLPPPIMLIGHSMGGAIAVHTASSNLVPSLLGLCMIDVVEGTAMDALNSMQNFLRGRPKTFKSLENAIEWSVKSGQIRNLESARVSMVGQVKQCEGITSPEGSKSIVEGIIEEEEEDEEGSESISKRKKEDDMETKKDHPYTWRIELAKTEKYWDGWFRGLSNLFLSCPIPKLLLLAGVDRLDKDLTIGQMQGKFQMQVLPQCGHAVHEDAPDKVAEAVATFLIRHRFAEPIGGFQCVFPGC
PAFAH1B3 inh = PAFAH1B3 enzyme inhibitors, primary screen, biochemical, fluorescence polarization, human | recombinant PAFAH1B3, FP-rhodamine probe | inhibition, % at 3.39 µM | hit rate 0.28% among 340,000 | AID 492972, 2010;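 active = inhibition above the screen-wide average of all tested compounds plus 3 SD, cut at about 25% in these data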;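 also: 0% = enzyme with DMSO only and 100% = wells lacking PAFAH1B3 protein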
Target sequence (Q15102 whole entry, looked up): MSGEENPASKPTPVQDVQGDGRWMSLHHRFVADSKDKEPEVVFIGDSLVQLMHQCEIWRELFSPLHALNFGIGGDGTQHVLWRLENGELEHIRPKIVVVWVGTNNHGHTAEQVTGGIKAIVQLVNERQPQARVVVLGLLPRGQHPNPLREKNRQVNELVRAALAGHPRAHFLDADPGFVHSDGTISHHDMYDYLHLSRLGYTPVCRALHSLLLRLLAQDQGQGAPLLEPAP
PAFAH1B2 inh = PAFAH1B2 enzyme inhibitors, primary screen, biochemical, fluorescence polarization, human; recombinant PAFAH1B2, FP-rhodamine activity probe; Platelet-activating factor acetylhydrolase IB subunit alpha2 (Homo sapiens), P68402; inhibition, % at 3.39 µM; hit rate 1.2% among 340,000; AID 492953, 2010;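 active = inhibition above the mean of all tested compounds plus 3 SD, cut at about 24% in these data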;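 also: 0% = enzyme with DMSO and 100% = wells lacking PAFAH1B2; many of its hits are not listed in these tables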
PAFAH2 inh = PAFAH2 enzyme inhibitors, primary screen, biochemical, fluorescence polarization, human. hit rate 0.99% among 340,000. Platelet-activating factor acetylhydrolase 2, cytoplasmic (Homo sapiens), Q99487. inhibition, % at 3.39 µM. recombinant PAFAH2, FP-rhodamine activity probe;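 active = inhibition above the mean over all tested compounds plus 3 SD, cut at about 30% in these data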;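 also: inhibitors block probe labeling of enzyme so polarization drops; 0% = enzyme with DMSO and 100% = wells lacking PAFAH2 protein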
GSTO1 counter = inhibitors of recombinant GSTO1, primary screen, counter-screen for RBBP9 inhibitor project, biochemical, fluorescence polarization; Glutathione S-transferase omega-1 (Homo sapiens), P78417; activity-based probe fluorescence polarization; inhibition, % at 5.96 µM; hit rate 1.1% among 300,000; AID 1974, 2009;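 active = inhibition above the campaign mean inhibition plus 3 SD, cut at about 35% in these data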;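 also: 0% = GSTO1-1 with DMSO and 100% = wells lacking GSTO1-1 enzyme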
Target sequence (P78417 whole entry, looked up): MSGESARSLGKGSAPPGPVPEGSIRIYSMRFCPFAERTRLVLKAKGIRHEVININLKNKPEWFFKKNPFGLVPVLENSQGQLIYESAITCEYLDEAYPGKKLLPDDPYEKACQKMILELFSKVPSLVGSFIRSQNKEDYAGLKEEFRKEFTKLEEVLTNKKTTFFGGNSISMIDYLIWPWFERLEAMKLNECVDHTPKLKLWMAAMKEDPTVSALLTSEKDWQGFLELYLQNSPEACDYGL
PAD4 inh = human PAD4 inhibitors, primary screen, biochemical, fluorescence polarization, 1536-well format; Protein-arginine deiminase type-4 (Homo sapiens), Q9UM07; recombinant PAD4, RCA probe fluorescence polarization; inhibition, % at 6.36 µM; hit rate 0.41% among 330,000; AID 485272, 2010;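 active = percent inhibition above a cutoff equal to the mean of all tested compounds plus 3 SD, cut at about 15% in these data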;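 also: 0% = PAD4 with RCA probe and DMSO and 100% = probe without PAD4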
Starred values were filed as active, the others as inactive; · = not tested or not shown. Only part of the results is shown; count on the stated rates, not on these rows.

SMILES	pPAFAH FP inh	Fam108B counter	LYPLA1 counter	PME-1 primary	PAFAH1B3 inh	PAFAH1B2 inh	PAFAH2 inh	GSTO1 counter	PAD4 inh
O=C(c1ccc(Oc2ccccc2)cc1)c1nc2c(n1O)CCCC2	31*	5	4	2	0	6	3	15	1
O=C(Nc1cccc(S(=O)(=O)NC2=NCCC2)c1)C1CCCCC1	3	4	-4	-1	11	-2	-1	7	-4
CCOC(=O)c1c(C)[nH]c(C(=O)CSc2nnnn2-c2ccccc2)c1C	-8	-7	-2	-1	5	1	-5	1	-3
CC(=O)CCc1ccc(OCCCOc2cccc3cccnc23)cc1	-4	1	2	-2	4	-5	-2	4	-5
CC(OC(=O)CN1C(=O)C2C3C=CC(C4CC34)C2C1=O)C(=O)c1ccccc1 (stereo not drawn)	3	-1	0	1	-2	12	-5	7	-6
CCOC(=O)c1c(NC(=O)c2ccno2)c2cc([N+](=O)[O-])ccc2n1C	-2	0	-2	-4	-4	6	-1	5	-1
Cc1cc(C)n(-c2ccc(C(=O)OCC(=O)Nc3ccc([N+](=O)[O-])cc3)cc2)n1	25*	-5	-6	-2	14	4	26	1	-1
O=C(c1ccccc1)C(CCC(CN1CCOCC1)C(=O)c1ccccc1)CN1CCOCC1 (stereo not drawn)	6	-6	-4	1	2	4	-4	-29	2
CCOC(=O)COc1ccc(C(=O)CC)cc1OC	2	4	4	2	2	0	1	4	-2
Cc1nc2ccccc2c(=O)n1NC(=O)c1ccc(Cl)cc1	-4	9	-4	3	10	4	5	3	0
CC(=O)Nc1ccc(S(=O)(=O)N2CCN(Cc3cccnc3)CC2)cc1	1	-2	-1	2	-4	0	6	-10	4
CC(C)CN1CCN(Cc2cccn2-c2ccc(Cl)cn2)CC1CCO (stereo not drawn)	7	1	1	-2	6	2	-1	11	-3
c1ccc(CN=C2NN=C(c3ccccc3)CS2)cc1	0	4	-5	3	11	-2	1	10	-2
O=C(CSc1nc2ccccc2c(=O)n1-c1ccc(OC(F)F)cc1)NC1CC1	-3	·	4	-2	6	-1	9	·	-1
CCOc1ccccc1NC(=O)CCC(=O)Nc1ccc2nc(N3CCN(C)CC3)cc(C)c2c1	1	4	-1	2	-1	-1	2	20	1
COc1ccc(OC)c2[nH]c(C(=O)N/N=C/c3ccccc3O)cc12	19	53*	-7	60*	42*	34*	30*	-22	-3
COc1ccccc1C(=O)N1N=C(c2ccc(NS(C)(=O)=O)cc2)CC1c1cccs1 (stereo not drawn)	11	-2	4	3	13	2	-2	2	3
O=C(c1cccc(S(=O)(=O)N2CCc3ccccc32)c1)N1CCc2ccccc2C1	4	·	1	14	9	8	9	·	-6
CC(C)(OC(=O)c1ccc(F)cc1)c1cc2ccccc2c(=O)o1	5	·	-2	-1	12	-2	5	·	-5
O=[N+]([O-])c1ccc(N2CCN(S(=O)(=O)c3ccccc3[N+](=O)[O-])CC2)cc1NCc1cccnc1	6	-3	-1	7	5	4	-10	-19	0
CCOc1ccc2[nH]c(=O)c(CN(CCO)C(=O)c3ccccc3F)cc2c1	0	2	7	-3	5	7	1	1	2
O=C1CCc2cc(S(=O)(=O)NC(C(=O)N3CCN(c4ccccn4)CC3)c3ccccc3)ccc2N1 (stereo not drawn)	7	0	-2	4	2	-1	-2	6	0
CCN(CC)CCC(=O)c1ccc(F)cc1	4	1	0	5	4	1	-9	-9	-2
O=C(C1CCCCC1)N(Cc1nc2sc3c(c2c(=O)[nH]1)CCCC3)Cc1cccs1	5	-9	-6	-9	4	6	-2	-7	-3

Five neighbouring compounds from above:
SMILES	pPAFAH FP inh	Fam108B counter	LYPLA1 counter	PME-1 primary	PAFAH1B3 inh	PAFAH1B2 inh	PAFAH2 inh	GSTO1 counter	PAD4 inh
c1ccc(CN=C2NN=C(c3ccccc3)CS2)cc1	0	4	-5	3	11	-2	1	10	-2
O=C(CSc1nc2ccccc2c(=O)n1-c1ccc(OC(F)F)cc1)NC1CC1	-3	·	4	-2	6	-1	9	·	-1
CCOc1ccccc1NC(=O)CCC(=O)Nc1ccc2nc(N3CCN(C)CC3)cc(C)c2c1	1	4	-1	2	-1	-1	2	20	1
COc1ccc(OC)c2[nH]c(C(=O)N/N=C/c3ccccc3O)cc12	19	53*	-7	60*	42*	34*	30*	-22	-3
COc1ccccc1C(=O)N1N=C(c2ccc(NS(C)(=O)=O)cc2)CC1c1cccs1 (stereo not drawn)	11	-2	4	3	13	2	-2	2	3

The listing continues:
SMILES	pPAFAH FP inh	Fam108B counter	LYPLA1 counter	PME-1 primary	PAFAH1B3 inh	PAFAH1B2 inh	PAFAH2 inh	GSTO1 counter	PAD4 inh
COc1ccc(OC)c(-c2csc(NC(=O)c3ccc(F)cc3)n2)c1	5	-13	-15	-10	4	-1	0	-6	-1
O=C(C1CC(=O)N(C2CCCCC2)C1)N1CCc2ccccc21 (stereo not drawn)	3	-3	5	4	2	1	9	0	3
CCCN1Cc2cccc(C(=O)Nc3cc(OC)cc(OC)c3)c2C1=O	-1	2	-2	4	13	1	5	0	-2
CCc1ccc(CN(C)C(=O)CCc2nc3ccccc3n(-c3ccc(OC)cc3)c2=O)cc1	5	-5	-8	-8	-12	-10	-12	-12	-14
C=CCn1c(Cc2cccs2)nnc1SCC(=O)Nc1ccc(OC)cc1	2	-4	3	-4	-8	2	4	-9	-3
COc1ccc(OC)c(S(=O)(=O)N2CCC(C(=O)NCc3ccccc3)CC2)c1	3	-1	-3	8	2	-4	1	2	0
CCC(=O)Nc1cc2nn(-c3ccccc3)nc2cc1Cl	3	7	0	-12	5	1	3	-2	-1
CCCCOc1ccc(NC(=O)CN2CCN(Cc3ccccc3)CC2)cc1	2	2	3	4	6	3	1	1	0
CCOC(=O)C1=C(CC)Nc2ccccc2N=C1NC(=O)c1cccc(S(=O)(=O)N2CCCC2)c1	-2	-2	-1	0	-7	3	1	13	-4
CCn1c2ccccc2c2cc(NC(=O)C(=O)NCC3CCCO3)ccc21 (stereo not drawn)	9	-2	-1	3	9	-2	4	-2	-3
C=CCn1c(SCC(=O)N(C)C)nc2cc(C(=O)O)ccc2c1=O	-6	2	-2	4	-3	4	2	-3	1
Cc1ccc(-n2nnnc2SCC(=O)N2CCCCC2)cc1	1	0	-4	-5	9	11	1	-5	-1

Continued (2 carried over from the part before).
SMILES	pPAFAH FP inh	Fam108B counter	LYPLA1 counter	PME-1 primary	PAFAH1B3 inh	PAFAH1B2 inh	PAFAH2 inh	GSTO1 counter	PAD4 inh
C=CCn1c(SCC(=O)N(C)C)nc2cc(C(=O)O)ccc2c1=O	-6	2	-2	4	-3	4	2	-3	1
Cc1ccc(-n2nnnc2SCC(=O)N2CCCCC2)cc1	1	0	-4	-5	9	11	1	-5	-1
COc1ccc(C(=O)CC(=O)c2ccc(OC)cc2)cc1	-2	3	1	2	2	3	11	3	-1
O=C(NCc1ccccc1)[C@@H]1CSC2c3ccccc3C(=O)N21 (stereo partly drawn)	5	2	2	6	1	2	8	9	-4
CCOC(=O)c1ccc(COC(=O)CCc2nc(-c3ccccc3)c(-c3ccccc3)o2)cc1	3	-6	-2	-6	-1	-1	-1	-1	-6
Cn1c(=O)c2c(nc(CN3CCN(c4ccccc4)CC3)n2Cc2c(F)cccc2Cl)n(C)c1=O	-3	-2	-2	3	12	3	-4	4	0
O=C(CSc1nc(CCC2CCCC2)nc2ccccc12)NCc1ccc2c(c1)OCO2	2	-1	-3	4	3	2	3	0	5
COCCCn1c(CCC(=O)O)ccc1-c1cccs1	15	0	1	-3	-9	-1	7	4	-7
O=C(COC(=O)/C=C/c1ccc(S(=O)(=O)N2CCOCC2)cc1)Nc1ccccc1F	9	·	·	·	10	6	60*	·	1
O[C@@H]1CN(Cc2ccc(-n3cccn3)cc2)CC[C@H]1N1CCN(c2ccccc2F)CC1	0	5	-1	2	7	2	-6	-6	2
COc1ccc(S(=O)(=O)N(C)CC(=O)N2CCC(C)CC2)cc1Cl	-5	-3	2	-1	-2	5	6	-1	0
COc1ccc(CSCCN)cc1Cl	-3	4	2	5	7	-3	-10	9	1
COc1ccc(OC)c(C(=O)CSc2nnc(-c3cccs3)o2)c1	-1	0	0	-7	-1	2	-4	3	0
CC(C)(C)N1CC(C(=O)Nc2cccc(Cl)c2Cl)CC1=O (stereo not drawn)	3	0	-3	3	11	-4	-5	2	-2
CC(C)Oc1ccc(/C(O)=C2/C(=O)C(=O)N(Cc3cccnc3)C2c2ccco2)cc1 (stereo not drawn)	-3	2	0	-6	8	0	2	-7	-5
O=C(CCNC(=O)c1ccc(Br)cc1)Nc1ccccc1N1CCCCC1	8	1	0	3	3	0	1	4	4
O=C(COC(=O)COc1ccccc1F)Nc1cccc(S(=O)(=O)N2CCCCC2)c1	4	·	·	·	-14	1	-8	·	1
C=CCn1c(NCc2ccc(OC)cc2O)nc2ccccc21	9	-4	1	1	4	7	2	1	0
Cc1ccc(NC(=O)CSc2ccccc2)cc1S(=O)(=O)N1CCCCC1	4	·	-2	3	10	-1	5	·	-2
C[C@@H](C(O)c1ccccc1)N(C)C(=O)CCc1ccccc1 (stereo partly drawn)	4	-2	-2	-3	4	-4	-2	-4	0
COc1ccccc1NC(=O)CCN1CC(C)OC(C)C1 (stereo not drawn)	2	0	-2	3	2	2	1	-3	-1
CCOC(=O)C1(CCCc2ccccc2)CCN(C(=O)COC)CC1	3	1	1	-2	0	6	2	-8	-1
O=C(Nc1nc(COc2ccccc2)cs1)C12CC3CC(CC(C3)C1)C2	-5	-10	-10	-14	1	6	-2	-2	-1

Screening results deposited in PubChem by The Scripps Research Institute Molecular Screening Center.
